# Diaphorase act = activates diaphorase or chemically reduces, flagging diaphorase assay artifacts | Diaphorase/resazurin coupled assay, resorufin fluorescence, 16 min; active compounds read high; 1 = vehicle wells, 0 = NADH-free wells | 190,000 compounds, 0.005% hits | activation factor at 20 µM | AID 1229;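 active means diaphorase activity raised at least twofold by the compound at 20 µM; inactive means activation factor below 2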
#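 Material: Clostridium kluyveri diaphorase, purified enzyme; Quantity: enzyme 0.07 U/mL final; Medium: HEPES pH 7.4 buffer with MgCl2 and Tween 20; Dosing: single compound dose of 20 µM, 1% DMSO final; Schedule: 16 min reaction at room temperature; Measured by: red resorufin fluorescence at 544/590 nm excitation/emission.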
# L major viab = Leishmania major promastigote growth inhibition | AID 1063 | inhibition, % at 10 µM | Leishmania major promastigotes, resazurin fluorescence viability | 200,000 compounds, 9% hits;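 further: promastigotes grown with compound for 44 hours at 28 °C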
# RAM network inh = inhibitors of the yeast RAM network | S. cerevisiae dse1pr::URA3 reporter, 5-FOA growth OD615, 2 d; analog-sensitive cbk1-as2 kinase mutant strain | 190,000 compounds, 1.8% hits | AID 868 | inhibition, % at 50 µM;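 active means inhibition above a set limit, 3 SD over mean compound inhibition, cut at about 8.4% in these data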;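 further: 0% = DMSO-only wells with no growth and 100% = 10 µM 1-NA-PP1 full growth; inhibition rescues growth on 5-FOA so higher OD means more RAM inhibition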
# PMI activator = phosphomannose isomerase (human) activation; P34949; purified human PMI, coupled resazurin fluorescence, 20 min; active compounds read high; 1 = vehicle control, 0 substrate-free wells; activation factor at 20 µM; 190,000 compounds, 0.005% hits;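 active means activation factor of 2 or more at 20 µM, relative to plate controls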
# Target sequence (P34949 whole entry, looked up): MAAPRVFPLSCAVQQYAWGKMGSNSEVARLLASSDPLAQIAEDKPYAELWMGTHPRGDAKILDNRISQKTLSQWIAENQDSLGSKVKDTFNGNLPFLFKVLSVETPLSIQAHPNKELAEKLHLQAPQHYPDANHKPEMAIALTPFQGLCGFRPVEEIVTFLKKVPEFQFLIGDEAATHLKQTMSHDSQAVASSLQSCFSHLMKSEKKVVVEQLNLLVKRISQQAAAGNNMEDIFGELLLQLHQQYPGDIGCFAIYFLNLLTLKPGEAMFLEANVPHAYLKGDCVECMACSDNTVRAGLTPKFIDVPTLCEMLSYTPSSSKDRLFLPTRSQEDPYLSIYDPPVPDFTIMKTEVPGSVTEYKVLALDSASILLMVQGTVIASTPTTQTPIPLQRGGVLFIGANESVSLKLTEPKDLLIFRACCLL
# PMI act hi M6P = increases human PMI activity with near-saturating mannose 6-phosphate | AID 1216 | 190,000 compounds, 0.34% hits | coupled PMI enzyme assay, resazurin fluorescence, 20 min; active compounds read high; 1 = untreated enzyme, 0 = substrate-free blank | activation factor at 20 µM | P34949;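 active means activation factor of 2 or more at 20 µM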
#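 Material: human phosphomannose isomerase with PGI, G6PDH, diaphorase coupling enzymes / Reagent: Man-6-P substrate 1.0 mM / Dosing: single compound dose of 20 µM, 1% DMSO final / Incubation: enzyme reaction with compound 20 min at room temperature / Signal: resorufin fluorescence (Ex 544/Em 590 nm) from resazurin via diaphorase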
# Hsp70 activator = transcriptional activators of Hsp70 | HeLa Hsp70 promoter luciferase reporter, luminescence; scaled: vehicle 0, proteasome-inhibitor control 100% | activation, % at 10 µM | AID 1203 | 200,000 compounds, 0.04% hits;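 active means activation above the mean across all tested compounds plus 3 SD, cutoff set per campaign, cut at about 5.5% in these data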;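 further: 100% = MG132 at 30 µM as the positive control and 0% = DMSO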
# Diaphorase inh = diaphorase inhibition or chemical oxidation counter-screen. diaphorase resazurin-to-resorufin fluorescence, NADH, 16 min; bacterial (C. kluyveri) enzyme, not human. AID 1217. 190,000 compounds, 0.69% hits. inhibition, % at 20 µM;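 active means primary screen inhibition at 20 µM above a set limit, cut at about 50% in these data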;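 further: plate controls were DMSO with full reaction for no effect and wells lacking NADH for full effect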
#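 Assay system – diaphorase enzyme from Clostridium kluyveri · Amount – diaphorase 0.14 U/mL (working solution) · Times – reaction incubation of 16 min at room temperature · Controls – No-NADH positive control and DMSO neutral control · Signal – resorufin fluorescence 544/590 nm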
# S1P3 antag = antagonists of human S1P3 receptor. inhibition, % at 4.98 µM. CHO S1P3 NFAT-BLA reporter, FRET fluorescence, antagonist mode. Q99500. 170,000 compounds, 0.27% hits. AID 485;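 active means inhibition above the plate cutoff, the mean inhibition of test wells on that plate plus 3 SD, cut at about 28% in these data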;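 further: cells challenged with S1P at its EC80 of 0.8 µM; blue over green emission ratio from cleaved BLA substrate after 4 h stimulation; 0% = S1P-stimulated wells and 100% = unstimulated DMSO-only wells; some compounds past the cut are filed as inactive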
# Target sequence (Q99500 whole entry, looked up): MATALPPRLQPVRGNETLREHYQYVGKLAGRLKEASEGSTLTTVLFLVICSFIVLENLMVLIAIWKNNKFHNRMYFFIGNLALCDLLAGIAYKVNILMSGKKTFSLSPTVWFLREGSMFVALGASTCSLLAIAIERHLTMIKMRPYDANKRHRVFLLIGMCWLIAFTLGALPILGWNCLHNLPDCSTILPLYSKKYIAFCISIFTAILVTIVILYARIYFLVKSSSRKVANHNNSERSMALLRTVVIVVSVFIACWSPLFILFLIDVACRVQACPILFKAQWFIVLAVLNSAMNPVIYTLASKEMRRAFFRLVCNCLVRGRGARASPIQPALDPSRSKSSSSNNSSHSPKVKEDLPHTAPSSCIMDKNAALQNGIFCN
# Redox H2O2 prof = compounds producing H2O2 with reducing agent – biochemical, NIH compound library profiling, artefact control for MLSCN library redox annotation, primary screen | DTT-dependent redox cycling H2O2, phenol red/HRP absorbance; 100% = 100 µM peroxide control, 0% = buffer | AID 878 | 200,000 compounds, 0.03% hits | activation, % at 10 µM;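 active means activation of at least 50% relative to the plate's high and low controls in the primary single-dose screen; inactive means activation below 50%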;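 further: compound incubated with DTT at 0.8 mM final as the reducing agent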
# TLR4-MyD88 BLA = inhibitors of human TLR4-MyD88 binding. 200,000 compounds, 0.18% hits. inhibition, % at 8.4 µM. O00206+Q99836. HeLa CL3-4 TLR4/MyD88 BLA complementation, FRET ratio; in the data active means inhibition above about 25%;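 further: 0% = vehicle and 100% = reference inhibitor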
# G6PDH CS = inhibits Leuconostoc G6PDH, flagging false hits in G6PDH-based assays; Purified L. mesenteroides G6PDH, diaphorase/resazurin coupled fluorescence, 45 min; inhibition, % at 5 µM; 200,000 compounds, 0.12% hits
# * = called active by the depositor; . = no result given. Unless noted, no stated cut-off is given here; in the data, active means inhibition above about 50%; inactive means the rest.
entry	Molecule	Diaphorase act	L major viab	RAM network inh	PMI activator	PMI act hi M6P	Hsp70 activator
1	Cc1ccc(Cn2c(=O)n(-c3ccccc3)c(=O)c3ccc(C(=O)NCc4ccco4)cc32)cc1	0.9	-3	2.5	0.9	0.9	0.8
2	Cc1cccc(N2C(=S)N=C(Nc3c(C)cccc3C)C23CCOC(C)(C)C3)c1 (stereo not drawn)	1.1	0	2.5	1.1	1.1	-0.6
3	c1cc(CSc2nnc(-c3ccc4c(c3)OCO4)o2)ccn1	0.9	12	0.9	1	1	0.1
4	COc1ccc(C(=O)N[C@H]2COC(C)(C)O[C@H]2c2ccccc2)cc1	1.2	3	2.2	1.1	1.1	-0.2
5	O=S(=O)(c1ccc2nnn(O)c2c1)N1CCCCC1	0.8	-6	1.0	1	1	-0.2
6	CC(C)C(=O)c1cn(CC(=O)NCC2CCCO2)c2ccccc12 (stereo not drawn)	0.9	-6	0.1	1.1	1.1	0.0
7	CC(C)CC(C(=O)O)N1C(=O)[C@@H]2[C@H](C1=O)[C@@H]1C[C@H]2C(Br)C1Br (stereo partly drawn)	0.9	-3	3.1	1	1	-0.2
8	Cc1cccc(NC(=S)NCC(C)CSc2ccc(Cl)cc2)c1 (stereo not drawn)	0.9	86*	8.9*	1	1	-0.2
9	Cc1ccc2nc(/C(C#N)=C/c3ccc(-c4cccc([N+](=O)[O-])c4)o3)[nH]c2c1	1.2	21	6.2	1	1.1	-0.3
10	NS(=O)(=O)c1ccc(Nc2nc(-c3ccc4ccccc4c3)cs2)cc1	0.8	-5	1.7	1	1	-0.5
11	Cc1ccc(N(C(=O)Cn2nnc(-c3ccccc3)n2)C(C(=O)NC2CCCCC2)c2ccccn2)cc1C (stereo not drawn)	1	20	7.6	0.9	0.9	-0.4
12	Cc1cc(NC(=O)CSc2nnc(C3COc4ccccc4O3)n2C)no1 (stereo not drawn)	1	-5	-0.4	1.1	1	-0.3
13	N#C/C(=C/c1cccc([N+](=O)[O-])c1)c1nnc2n1CCCCC2	0.9	81*	2.7	1.1	1.1	-0.3
14	Cc1cc(C)nc(N2CCCC(C(=O)NC(C)CCc3ccco3)C2)n1 (stereo not drawn)	0.8	8	0.8	0.9	0.9	0.1
15	O=C(c1ccncc1)N(c1ccc2oc3c(c2c1)CCCC3)S(=O)(=O)c1ccc(F)cc1	0.8	-5	0.1	1	1.1	-0.5

entry	Diaphorase inh	S1P3 antag	Redox H2O2 prof	TLR4-MyD88 BLA	G6PDH CS
1	6	-1	0.6	-18	16
2	-7	.	0.1	-3	1
3	9	-7	0.4	3	2
4	-20	-44	-5.3	0	4
5	15	-10	-0.1	-3	3
6	9	1	2.6	4	2
7	12	-5	-0.1	-5	-6
8	13	-8	-0.5	-5	8
9	-20	-2	-0.2	-7	14
10	19	.	0.4	2	1
11	4	-5	0.2	-1	-11
12	0	-25	-0.9	-20	-1
13	7	-6	0.1	0	-4
14	19	21	-0.2	2	12
15	19	-27	-0.3	-4	5

# The final two compounds of the part above open the next one:
entry	Molecule	Diaphorase act	L major viab	RAM network inh	PMI activator	PMI act hi M6P	Hsp70 activator
14	Cc1cc(C)nc(N2CCCC(C(=O)NC(C)CCc3ccco3)C2)n1 (stereo not drawn)	0.8	8	0.8	0.9	0.9	0.1
15	O=C(c1ccncc1)N(c1ccc2oc3c(c2c1)CCCC3)S(=O)(=O)c1ccc(F)cc1	0.8	-5	0.1	1	1.1	-0.5
16	CC(C)Nc1nc(NC(C)C)nc(N(C#N)CCOc2ccc(Cl)cc2Cl)n1	0.8	81*	4.0	0.9	0.9	0.8
17	CNc1ccc(Br)cc(C(=O)/C=C/c2cc(OC)ccc2OC)c1=O	0.5	89*	2.7	1.1	0.8	0.9
18	N#Cc1nc(COc2ccc(F)cc2)oc1NCCN1CCOCC1	0.8	2	0.4	1	1.1	-0.6
19	CCN(C(=O)COc1ncnc2ccc(Br)cc12)C1CCS(=O)(=O)C1 (stereo not drawn)	1.2	-7	0.4	1.1	1.1	-0.1
20	CN1CCN(C(=O)C2=C[C@@H](c3coc4ccccc4c3=O)C[C@@H](OCCCCO)O2)CC1	0.9	-2	0.5	1	1	0.1
21	Cc1noc(C)c1COc1ccc2ccc(=O)oc2c1	0.9	-4	0.1	1	1	-0.3
22	NS(=O)(=O)c1ccc(CCNC(=O)c2cncc(Br)c2)cc1	0.9	1	1.8	1	1.1	-0.3
23	CC(=NCCN1CCN(C(=S)Nc2ccccc2)CC1)C1=C(O)CC(C)(C)CC1=O	0.9	-5	0.1	1	1	-0.2
24	O=c1c2cnn(-c3ccccc3)c2nc(-c2cccs2)n1-c1cccc(Cl)c1	0.8	18	-0.5	1	1.1	-0.2
25	N#Cc1nc(-c2ccccc2Cl)oc1NCC1CCCO1 (stereo not drawn)	0.9	4	1.3	1	1.1	0.4
26	CC(=O)[C@H]1[C@H](C#N)C[C@H]2[C@@H]3CC=C4C[C@@H](O)CC[C@]4(C)[C@H]3CC[C@@]21C	0.8	-8	2.8	0.9	0.9	-0.3
27	COc1cccc(-c2nc(CS(=O)(=O)CC(=O)Nc3c(C)cccc3C)c(C)o2)c1	0.9	-8	4.0	0.9	0.9	0.1
28	Fc1ccc(NC(=S)NC2CC3CCC(C2)N3Cc2ccco2)cc1 (stereo not drawn)	1	82*	0.1	1	1.1	-0.1
29	CC(C)N1CCc2[nH]c(=S)[nH]c(=O)c2C1	0.9	-3	0.5	0.9	1	-0.4
30	O=S(=O)(/N=C(\c1ccccc1)N1CCOCC1)c1cccs1	1	-4	2.7	1	1	-0.3

entry	Diaphorase inh	S1P3 antag	Redox H2O2 prof	TLR4-MyD88 BLA	G6PDH CS
14	19	21	-0.2	2	12
15	19	-27	-0.3	-4	5
16	19	.	0.0	0	1
17	49	.	-2.6	4	33
18	16	.	0.8	6	1
19	-19	-12	-3.6	-4	15
20	10	-5	8.6	-4	5
21	6	-10	-0.2	5	3
22	11	-4	-0.3	3	5
23	6	.	-0.3	9	-4
24	17	-20	0.9	8	0
25	8	-21	1.1	0	-2
26	18	3	0.5	1	15
27	11	-17	-0.3	-4	-24
28	0	1	-1.4	21	9
29	10	-21	0.4	-2	-3
30	0	-23	0.1	6	2

# More results
entry	Molecule	Diaphorase act	L major viab	RAM network inh	PMI activator	PMI act hi M6P	Hsp70 activator
31	COc1cc(C)c2c(c1C=O)Oc1c(c(C)c(O)c3c1C(O)OC3=O)OC2=O (stereo not drawn)	0.7	-12	1.1	1	0.9	0.1
32	O=C(N/N=C/c1ccc(O)c([N+](=O)[O-])c1)C1CC1(c1ccccc1)c1ccccc1 (stereo not drawn)	0.3	11	2.7	0.8	0.8	-0.2
33	CC(=O)OC1(C(F)(F)F)Oc2ccccc2NC1=O (stereo not drawn)	0.8	-2	0.4	0.9	0.8	-0.4
34	O=c1cc[nH]c2c(C(F)(F)F)cccc12	1	-9	0.1	0.9	1	-0.3
35	N#C/C(=N\Nc1ccccc1F)C(=N)N1CCCCC1	1	3	1.2	0.9	0.8	0.4
36	O=C(CSc1ccc(-c2ccccn2)nn1)Nc1nccs1	1.1	-5	5.2	1.2	1.3	-0.1
37	CC(C)(C)NC(=O)C(c1ccco1)N(C(=O)Cn1nnc(-c2ccc(F)cc2)n1)c1ccccc1F (stereo not drawn)	0.6	35	2.0	0.7	0.8	-0.2
38	O=C1/C(=C/c2ccc(O)c([N+](=O)[O-])c2)SC(=S)N1Cc1ccccc1	0.9	16	5.3	1.1	1.1	0.3
39	O=C(Nc1nnc(CCS(=O)(=O)c2ccc3ccccc3c2)s1)c1ccc([N+](=O)[O-])cc1	1.1	35	8.4*	1.1	1.1	-0.3
40	O=c1c2c3nc4ccccc4nc3n(CC3CCCO3)c2ncn1CCc1ccccc1 (stereo not drawn)	0.9	11	5.0	0.9	0.9	0.1
41	Cc1ccc(S(=O)(=O)N2CCCC(C(=O)NCc3ccccn3)C2)cc1 (stereo not drawn)	0.9	-5	-0.7	0.9	0.9	-0.3
42	CCN(CC)C(=O)C1CCCN(c2ccc([N+](=O)[O-])cc2/C=N/NC(=O)c2cccc(Br)c2)C1 (stereo not drawn)	0.7	41	4.2	0.8	0.8	-0.4
43	Cc1nc2nc[nH]n2c(=O)c1NC(=O)CCc1ccccc1	0.8	-6	1.6	0.9	1	-0.1
44	CC1(C)CC(=O)C2=C(C1)N(c1ccc(F)cc1)C(=O)NC2(C(F)(F)F)C(F)(F)F	1	-3	0.5	0.9	1	-0.1
45	C=CCn1c(Cc2nc3ccccc3[nH]2)n[nH]c1=S	0.7	-4	-0.4	0.9	1.2	0.6

entry	Diaphorase inh	S1P3 antag	Redox H2O2 prof	TLR4-MyD88 BLA	G6PDH CS
31	29	-14	-0.4	-7	16
32	72*	3	-0.1	-16	13
33	24	-41	-1.0	3	-9
34	5	3	0.8	10	9
35	4	.	8.0	-9	-2
36	-11	-23	-2.8	-2	2
37	36	-8	0.1	-7	-8
38	14	-7	0.6	3	3
39	-8	-4	-0.1	-4	4
40	10	-8	1.3	-2	7
41	10	-13	2.7	-6	-2
42	26	.	1.9	1	10
43	15	-15	-0.7	-2	11
44	2	.	1.4	3	10
45	26	-32	-0.1	-1	-26

# The listing continues:
entry	Molecule	Diaphorase act	L major viab	RAM network inh	PMI activator	PMI act hi M6P	Hsp70 activator
46	COc1ccc(C/C(N)=N/OC(C)=O)cc1OC	0.9	42	1.7	1.1	1	-0.3
47	Cc1ccc(-n2nnnc2-c2cnc(N3CCCC3)nc2C(F)(F)F)cc1	0.8	3	1.4	0.8	0.9	-0.1
48	O=C1CC(C(=O)Nc2ccc(C(=O)N3CCOCC3)cc2)C2(CCCCC2)O1 (stereo not drawn)	1	-7	2.2	1	0.9	-0.1
49	CC(=O)Nc1ccc(S(=O)(=O)N2CCN(Cc3ccncc3)CC2)cc1	0.8	-9	0.7	0.9	0.9	0.2

entry	Diaphorase inh	S1P3 antag	Redox H2O2 prof	TLR4-MyD88 BLA	G6PDH CS
46	9	2	-0.1	-14	7
47	21	.	-0.4	-6	4
48	3	-12	2.2	-15	-10
49	18	-2	-0.5	8	-12

# Compound activity (PubChem)
